Assay outcomes (PubChem)
FAS TE block = FAS thioesterase (human) inhibition; P49327; recombinant FAS-TE, OMFH fluorogenic substrate, fluorescence endpoint; inhibition, % at 15 µM; 0.67% of 360,000 active;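 active = compounds whose normalised, plate-corrected inhibition of enzyme fluorescence in the single-dose primary screen is 50% or more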;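 note: 0% = DMSO with enzyme and 100% = substrate without enzyme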
MT1-MMP act inh = blocks activation of human MT1-MMP; P50281; HT1080 RFP-PRO-GFP cells, GFP/RFP ratio fluorescence, overnight; percent of plate control window, DMSO zero; GFP/RFP ratio change, % at 20 µM; 0.061% of 360,000 active;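 active = GFP/RFP ratio change of at least 30% with cell ATP level not reduced by more than half and red fluorescence within 50% of control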; note: strong numbers were not always called active
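Material – HT1080 RFP-PRO-GFP cells · Control set – DMSO wells and RFP-L50D-GFP cells · Incubation – overnight cell settling, then overnight compound exposure, 37 °C, 5% CO2 · Compound dosing – single-point 20 µM compound, 1% DMSO · Read-out – GFP/RFP fluorescence ratio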
NRP1-CendR mod = alters CendR peptide binding to human NRP-1 | FAM-RPARPAR peptide binding to NRP-1, fluorescence polarization | 0.85% of 360,000 active | AID 602438 | inhibition, % at 25 µM;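 active = inhibition or corrected inhibition above about 18%, plus a signal ratio from 0.5 to 1.5, limit read from the data, passing the limit was not always enough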; note: strong numbers were not always called active
E coli Lon inh = inhibits E. coli Lon protease; 0.42% of 360,000 active; inhibition, % at 7.94 µM; purified E. coli Lon protease, fluorescence polarization; P0A9M0; in the data active = inhibition above about 13%, passing the limit was not always enough;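 note: 0% = enzyme with probe and DMSO and 100% = no enzyme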
Target sequence (P0A9M0 whole entry, looked up): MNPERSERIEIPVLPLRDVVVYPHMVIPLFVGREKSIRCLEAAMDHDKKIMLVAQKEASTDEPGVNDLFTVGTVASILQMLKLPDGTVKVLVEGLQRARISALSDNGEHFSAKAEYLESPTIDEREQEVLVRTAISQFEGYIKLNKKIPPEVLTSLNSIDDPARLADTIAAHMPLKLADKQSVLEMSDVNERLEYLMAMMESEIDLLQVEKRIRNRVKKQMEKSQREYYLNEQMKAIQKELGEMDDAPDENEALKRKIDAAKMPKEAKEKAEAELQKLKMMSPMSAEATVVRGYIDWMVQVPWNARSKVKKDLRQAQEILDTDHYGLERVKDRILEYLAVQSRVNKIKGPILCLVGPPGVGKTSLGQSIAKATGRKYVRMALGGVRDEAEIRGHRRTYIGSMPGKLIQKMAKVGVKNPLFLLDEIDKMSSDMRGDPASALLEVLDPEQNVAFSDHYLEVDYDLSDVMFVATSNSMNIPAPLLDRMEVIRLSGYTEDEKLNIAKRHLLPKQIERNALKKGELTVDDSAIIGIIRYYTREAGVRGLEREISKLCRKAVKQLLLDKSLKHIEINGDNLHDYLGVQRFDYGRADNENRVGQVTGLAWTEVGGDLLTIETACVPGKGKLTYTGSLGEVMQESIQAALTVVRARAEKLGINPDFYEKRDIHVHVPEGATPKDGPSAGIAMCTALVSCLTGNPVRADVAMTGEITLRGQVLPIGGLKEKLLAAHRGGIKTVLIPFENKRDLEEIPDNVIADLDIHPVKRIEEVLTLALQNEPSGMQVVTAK
MsrA inhibitor = inhibitors of bovine MsrA; purified bovine MsrA, absorbance read-out; inhibition, % at 15.5 µM; 0.75% of 360,000 active; AID 651718; in the data active = inhibition above about 4.5%;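 note: 0% = vehicle wells with enzyme and 100% = reference inhibitor wells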
Rin1 Abl inh = human Rin1-Abl interaction inhibition; P00519+Q13671; inhibition, % at 7.35 µM; 0.4% of 360,000 active; TR-FRET Rin1/Abl binding, biochemical; in the data active = inhibition above about 5%, passing the limit was not always enough
SKN-1 block = blocks SKN-1 activity in C. elegans | 0.49% of 360,000 active | C. elegans VP596 Pgst-4::GFP/RFP ratio, acrylamide-induced, 24 h | inhibition, % at 21.8 µM | AID 624304;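 active = interference check ratio from 0.5 to 1.5 plus GFP to RFP signal ratio inhibition reaching or exceeding a fixed threshold, cut at about 30% in these data, passing the limit was not always enough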; note: some compounds called inactive have numbers as strong as hits
bovine MsrA act = bovine methionine sulfoxide reductase A activation. purified bovine MsrA, absorbance read-out. activation, % at 10.6 µM. 0.3% of 360,000 active; in the data active = activation above about 7.5%;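 note: 0% = vehicle and 100% = reference activator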
Neddyl block = inhibitors of human cullin neddylation; calls only at 25 µM; TR-FRET cullin neddylation, biochemical; 0.58% of 360,000 active; in the data active = inhibition above about 36%
* = called active by the depositor; i = inactive; x = not tested or not shown.

SMILES	FAS TE block	MT1-MMP act inh	NRP1-CendR mod	E coli Lon inh	MsrA inhibitor	Rin1 Abl inh	SKN-1 block	bovine MsrA act	Neddyl block
N#CCCN(Cc1cccs1)C(=O)Nc1ccc(F)cc1	-3	1	-6	-12	0.7	0	-4	-2	i
COc1ccc(C(=O)CN2C(=O)c3ccccc3S2(=O)=O)cc1	7	0	-1	3	-0.4	-1	-5	-3	i
COCC(=O)n1nc(-c2ccccc2)nc1NCc1cccs1	-2	1	-5	0	-0.6	-2	2	0	i
C(/C=C/c1ccccn1)=C\c1ccccc1	11	-1	4	36*	1.3	-3	64*	-2	i
CC(=O)N1c2ccc(F)c(F)c2C[C@H]1C	-4	-1	-7	13	-0.7	4	-3	-14	i
CCNC(=O)CCc1nc(-c2ccc(C(C)(C)C)cc2)no1	-10	21	1	-4	-0.3	-2	12	-11	i
CC(C)[C@@H](C(=O)NC1CCCC1)N1C(=O)N2CCc3c([nH]c4ccccc34)[C@@]2(C)C1=O	14	1	-2	-6	-0.4	-4	-7	1	i
O=C(COC(=O)c1ccc(Br)o1)NCc1ccc(F)cc1	-5	-1	0	0	-0.5	1	-1	-5	i
O=S(=O)(CS(=O)(=O)c1ccc(Cl)cc1)c1ccc(Cl)cc1	4	0	7	-1	1.5	1	17	-3	i
COc1ccc2ccc(OCC(=O)Nc3cc(C)on3)cc2c1	-2	1	-2	2	-0.7	4	0	-1	i
Nc1c(C(=O)NCCc2ccccc2)nnn1Cc1ccc(Cl)cc1	2	5	17	-6	-0.5	3	11	0	i
COc1ccc(C(=O)Nc2ccccc2C(=O)O)cc1Cl	-8	-1	2	0	0.5	1	7	-3	i
O=c1sc2ccccc2c(N2CCCCC2)c1[N+](=O)[O-]	2	0	10	-5	0.9	1	-1	-2	i
CCCOc1ccc(NC(=O)c2c(-c3ccccc3)noc2C)cc1	6	-1	-6	-2	-0.1	0	1	-5	i
Cc1ccc(-c2noc(CNc3ccccc3)n2)cc1	9	0	6	1	0.9	-4	-28	-1	i
Cc1ccc(S(=O)(=O)N(C)c2ccc(OC(=O)c3cccs3)cc2)cc1C	27	-4	-2	2	-0.7	2	5	-2	i
CCC(NC(=O)Cc1cccs1)c1ccccc1 (centres undefined)	-3	1	6	-6	-2.0	0	12	-1	i
CCc1cc(=O)[nH]c(SCc2cccc3ccccc23)n1	0	20	3	-3	x	0	9	-3	i
CCCCSc1nc2c(cc1C#N)CCC2	35	-5	22	-8	-0.3	-3	18	-2	i
COc1ccc(N2CCN(C(=O)CSc3nnc(-c4cccnc4)n3-c3ccc(F)cc3)CC2)cc1	-2	0	7	5	0.1	0	9	-1	i
CCc1ccccc1NC(=O)CC(=O)Nc1ccccc1CC	-6	-1	4	7	-0.3	1	6	-2	i
COc1ccc(CCNC(=O)C2CCC(=O)N2S(=O)(=O)c2ccc(C)cc2)cc1 (centres undefined)	-2	-3	4	-3	-0.1	-2	-6	-2	i
CCOC(=O)c1c(NC(=O)COC(=O)c2cnccn2)sc(C)c1C	-1	5	9	2	0.8	0	18	-6	i
CC(C)CC(=O)Nc1nnc(S(=O)(=O)N2c3ccccc3CC2C)s1 (centres undefined)	4	0	-12	4	0.3	0	-11	-1	i
Cc1ccc(C)c(NC(=S)N(C2CCCCC2)C(C)c2cccnc2)c1 (centres undefined)	-2	2	4	-3	-0.3	-4	0	-3	i
Carrying on:
SMILES	FAS TE block	MT1-MMP act inh	NRP1-CendR mod	E coli Lon inh	MsrA inhibitor	Rin1 Abl inh	SKN-1 block	bovine MsrA act	Neddyl block
CN(C)c1ccc(-c2csc(C(O)c3ccccc3)n2)cc1 (centres undefined)	0	1	3	-1	-1.2	-1	-5	-3	i
CC12CC(c3ccccc3O1)N(C(=O)c1ccc(Br)o1)C(=O)N2c1ccccc1 (centres undefined)	-4	3	5	-6	0.4	1	15	-2	i
O=[N+]([O-])c1ccccc1C=NN1CCCCCC1	7	1	10	4	-0.7	0	23	1	i
C/C(=N/NC(=O)c1nnn(-c2nonc2N)c1-c1ccccc1)c1ccncc1	-4	-3	8	4	-0.5	2	3	-5	i
CCOC(=O)c1nn(-c2ccc(C)cc2)c(=O)cc1OCC(=O)Nc1cccc(C)c1	7	0	2	-6	-1.8	0	12	-3	i
O=C(Nc1cccc(C(=O)N2CCCCC2)c1)C1CC1	-9	1	21	-1	-0.2	-1	3	-1	i
NC(=S)N/N=C/c1ccc2cccc(OCc3ccccc3)c2n1	8	-5	9	2	3.2	-1	12	-2	x
Cc1cc(CNC(=O)c2cccc3c2C(=O)c2ccc(-c4ccc(F)cc4OCc4ccccc4)cc2S3(=O)=O)c(C(F)(F)F)o1	29	5	-34	-6	2.2	0	20	-4	i
COc1ccc(S(=O)(=O)N2CCCCC2)cc1NC(=O)c1ccc(Cl)nc1	3	3	7	-5	-0.7	2	26	-2	i
COc1ccc(/C=C/C(=O)NNc2c(F)c(F)cc(F)c2F)cc1OC	-4	12	-4	-3	2.2	0	-40	-10	i
CCc1nc(SCC(=O)NNC(=O)c2ccc(C)cc2)c2ccccc2n1	5	1	15	4	-0.9	-28	-11	-1	i
Cc1ccc(O)c(CNc2cccc(C)n2)c1	1	10	9	5	-0.5	1	2	-1	i
COCCN1C(=O)C(=O)/C(=C(/O)c2cccc(OC)c2)C1c1ccco1 (centres undefined)	-15	-1	-2	2	0.4	0	13	-10	i
COc1ccc(-c2cc(C(=O)N3CCOCC3)no2)cc1OC	-5	9	-9	-19	0.0	-4	1	-11	i
C/C=C/c1ccc(OCCCNC(C)CC)c(OC)c1 (centres undefined)	-10	3	-12	-6	-0.8	-1	3	-3	i
Cc1ccc(C(=O)OCC(=O)NCc2cccc(Cl)c2)cc1S(=O)(=O)N1CCCCC1	24	-1	-3	2	0.2	-1	15	-2	i
CCOC(=O)C1=C(C)NC(SCC(=O)Nc2cc(C)on2)=C(C#N)C1c1cccs1 (centres undefined)	-1	-1	2	-9	-0.5	-1	-2	-3	i
Cc1ccc(NC(=O)COc2nsnc2N2CCOCC2)cc1Cl	9	-6	7	0	-0.1	2	-7	-3	i
CC1(C(=O)NCc2ccccc2Br)CCN1C(=O)CCc1ccc(Cl)cc1Cl (centres undefined)	17	0	-15	-2	0.3	0	30	1	i
Cn1cnc2c1c(=O)n(Cc1cccc(Br)c1)c(=O)n2C	2	0	-2	-10	1.0	0	-5	-2	i
CC(C)(C)c1ccc(/C=C2\SC(=O)N(CCNC(=O)c3cccc(S(=O)(=O)N4CCOCC4)c3)C2=O)cc1	19	-11	-2	12	x	-2	6	-4	i
O=C(NC1CCSc2ccccc21)c1c(F)cccc1Cl (centres undefined)	4	-5	-3	-4	0.4	2	5	-3	i
COC(=O)c1c(C)[nH]c(O)c1C=Nc1ccc(C(C)C)cc1	2	-47	-49	-114	0.6	-2	14	-1	i
O=C(NCCCN1CCOCC1)C1Nc2ccc(OC(F)(F)F)cc2C2C=CCC12 (centres undefined)	-12	3	-6	2	0.3	0	12	-2	i
CCOC(=O)c1c(C)n(C)c2ccc(OCC(O)CN3C(=O)c4ccccc4S3(=O)=O)cc12 (centres undefined)	41	8	-2	-1	-0.5	0	-4	-13	i

Structures listed above printed as active in SKN-1 block:
SMILES | MT1-MMP act inh | NRP1-CendR mod | E coli Lon inh | MsrA inhibitor | Rin1 Abl inh | SKN-1 block | bovine MsrA act | Neddyl block
C(/C=C/c1ccccn1)=C\c1ccccc1 | -1 | 4 | 36* | 1.3 | -3 | 64* | -2 | i

New compounds follow
SMILES	FAS TE block	MT1-MMP act inh	NRP1-CendR mod	E coli Lon inh	MsrA inhibitor	Rin1 Abl inh	SKN-1 block	bovine MsrA act	Neddyl block
CCN(CC(=O)Nc1c(F)cccc1F)C(=O)c1ccc(=O)n(C)n1	-5	-4	-4	1	0.4	0	28	-5	i
Cc1cc([N+](=O)[O-])ccc1NC(=O)CCC(=O)N1CCCC1	-3	-1	-1	-17	0.9	2	0	-2	i
Cc1ccc(OCCCCNC2CCCC(C)C2C)c(C)c1 (centres undefined)	-4	-16	13	-6	-1.4	1	7	-3	i
O=C(NNC(=O)c1cccs1)c1ccc(Cl)c([N+](=O)[O-])c1	5	3	-4	-2	0.2	2	1	-4	i
CCn1c(SCC(=O)Nc2nccs2)nnc1-c1cccnc1	-5	0	1	-4	1.0	-1	11	4	i
Cc1nn(CC(=O)NCc2ccc(OC(C)C)cc2)c(=O)c2cc(-c3ccccc3)nn12	-6	1	14	-3	x	-4	9	-3	i
CCCCOc1ccc(C(=O)NCC(=O)NC2CCC(C)CC2)cc1 (centres undefined)	-8	6	8	6	0.6	-1	-3	-8	i
Nc1ccc2oc(-c3cccc4ccccc34)nc2c1	10	3	1	6	1.7	-1	1	-2	x
Cn1cnnc1SCC(=O)Nc1ccc(Cl)c(S(=O)(=O)N2CCOCC2)c1	-3	3	-20	0	0.4	-3	-2	-3	i
Cc1cccc(NC(=O)NC(C)CCc2ccccc2)c1 (centres undefined)	23	0	3	-2	0.4	1	15	0	i
CCC1(CC)C(=O)C(C)(C)C(=O)OC1c1cccs1 (centres undefined)	2	1	6	0	-0.9	1	-3	-3	i
Cc1ccc(S(=O)(=O)CCC(=O)OCc2nnc(-c3ccc([N+](=O)[O-])cc3)o2)cc1	23	0	-3	6	0.8	0	1	2	i
Cc1ccc(S(=O)(=O)N(Cc2cc3cc4c(cc3[nH]c2=O)OCCO4)CC2CCCO2)cc1 (centres undefined)	-10	4	7	3	1.1	0	10	-3	i
O=C(COc1ccccc1Br)Nc1ccc(S(=O)(=O)N2CCCC2)cc1	22	4	-6	2	-0.5	6	-3	-5	i
Cc1ccccc1-c1ccc(=O)n(CC(=O)Nc2ccc(C(=O)N3CCCC3)cc2)n1	-5	-7	-4	1	0.2	6	6	-8	i
COC(=O)CSc1nnc(NC(=O)/C=C\c2ccc3c(c2)OCO3)s1	-6	0	-3	18	-0.4	-3	15	-5	x
Cn1c(SCC(=O)N2c3ccccc3Sc3ccccc32)nnc1-c1ccco1	-3	5	14	1	-1.1	3	-11	-3	i
NS(=O)(=O)c1ccc(NC(=O)CSc2ccc3ccccc3n2)cc1	-1	0	-11	-2	0.2	1	-8	-9	i
Cc1ccc(NC(=O)c2nn(C34CC5CC(CC(C5)C3)C4)cc2[N+](=O)[O-])cc1	24	-9	-4	-9	0.4	5	2	-1	i
CCOc1ncccc1C(=O)Nc1ccc(C)cn1	-6	-1	13	-4	-0.4	1	-13	-1	i
COc1ccccc1CNC(=O)C(=O)Nc1ccc(C(=O)N2CCC(C)CC2)cc1	4	2	5	7	0.0	0	-5	-1	i
COc1ccc(OC)c(CN2C(=O)c3ccccc3C2c2nnnn2C2CCCC2)c1 (centres undefined)	-2	-3	-6	-5	0.5	x	7	-2	i
Cc1ccc(S(=O)(=O)N(C)Cc2ccccc2)cc1C(=O)N1CCCCC1	2	3	5	6	-0.1	2	-22	-6	i
COc1ccc(CC(=O)NCC2CCCN(Cc3ccc(OC)cc3F)C2)cc1 (centres undefined)	-2	0	-12	-11	1.6	2	-11	-3	i
CCn1nnc(NC(=O)Cc2ccc(Cl)cc2)n1	-1	-1	-9	-1	-1.6	-3	22	-4	i

3 entries from above, ordered by the value under MsrA inhibitor, lowest first:
smiles	MsrA inhibitor
Cc1ccc(OCCCCNC2CCCC(C)C2C)c(C)c1 (centres undefined)	-1.4
Cc1cccc(NC(=O)NC(C)CCc2ccccc2)c1 (centres undefined)	0.4
Cc1ccc(S(=O)(=O)N(Cc2cc3cc4c(cc3[nH]c2=O)OCCO4)CC2CCCO2)cc1 (centres undefined)	1.1

3 compounds from above, arranged by SMILES length, smallest number first.
SMILES	FAS TE block	MT1-MMP act inh	NRP1-CendR mod	E coli Lon inh	MsrA inhibitor	Rin1 Abl inh	SKN-1 block	bovine MsrA act	Neddyl block
Cc1cccc(NC(=O)NC(C)CCc2ccccc2)c1 (centres undefined)	23	0	3	-2	0.4	1	15	0	i
CCn1c(SCC(=O)Nc2nccs2)nnc1-c1cccnc1	-5	0	1	-4	1.0	-1	11	4	i
Cc1ccc(S(=O)(=O)N(C)Cc2ccccc2)cc1C(=O)N1CCCCC1	2	3	5	6	-0.1	2	-22	-6	i
